# Screening data as filed in PubChem BioAssay.
# Insulin prom inh: inhibitors of insulin promoter-driven GFP, primary screen, imaging, TRM-6 cells (human fetal islet line), eGFP reporter, cell count; actives 0.9% (n = 130,000); reporter expression induced with tamoxifen; inhibition, % at 2 µM;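 active means inhibition above the mean plus 3 SD, with well images judged a real hit on visual review, cut at about 60% in these data, passing the limit was not always enough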
# SDO1 yeast rescue: growth rescue of sdo1-depleted yeast, primary screen, S. cerevisiae, bone marrow failure model | S. cerevisiae sdo1-depleted JHY4D growth rescue, OD600 30 h; hits give high values; pdr5 snq2 efflux-pump mutant strain | z-score at 10 µM | actives 0.21% (n = 140,000);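 active means z-score above 3 at both the 24 hr and the 30 hr optical density reads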;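 further: z-score against mean and SD of all compound wells on the same plate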
# SDO1 yeast rescue Rescue 24 h: second read-out of SDO1 yeast rescue, no call of its own (marks repeat the call); z-score; S. cerevisiae sdo1-depleted JHY4D growth rescue, OD600; measured here: growth rescue at 24 h;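 0 is the plate mean of compound wells and units are plate SD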
# * hit, by the source's call; / = not tested or not shown. The list is partial, so the mix of outcomes need not match the whole.
# The first 2 entries, to show the layout:
# Values run as follows: Insulin prom inh, SDO1 yeast rescue, SDO1 yeast rescue Rescue 24 h
OCCNc1nc2ccccc2n1CCN1CCCCC1
    6, 2.2, 2.9
Cc1cc2nc(SCC(=O)Nc3nonc3C)c3c(c2cc1C)CCCC3
    /, -0.77, 0.22

# All compounds of this part, from the first entry:
# Values run as follows: Insulin prom inh, SDO1 yeast rescue, SDO1 yeast rescue Rescue 24 h
OCCNc1nc2ccccc2n1CCN1CCCCC1
    6, 2.2, 2.9
Cc1cc2nc(SCC(=O)Nc3nonc3C)c3c(c2cc1C)CCCC3
    /, -0.77, 0.22
Cc1cc(S(=O)(=O)NCC(C)C)ccc1OCC(=O)NCc1ccccn1
    -97, 1.4, 1.5
C=C(C)C1CC=C(C)/C(=N/NC(=O)COc2ccccc2C)C1 (stereo not given)
    -68, -0.46, -0.24
Cc1ccc2c(c1)c(C)c(C)n2CC(O)Cn1nnc2ccccc21 (stereo not given)
    -35, -1.6, -1.4
COC(/C=C/Nc1ccc(C)c(C)c1)=C(C#N)C#N
    -7, 0.04, -0.44
CCN1CCN(S(=O)(=O)c2ccc(Br)s2)CC1
    /, 0.49, 0.53
NC(=O)Cn1nnc(-c2ccc(C(F)(F)F)cc2)n1
    51, 0.85, 0.22
CCOC(=O)C1C(=O)CC(C)(O)C(C(=O)OCC)C1c1ccc(OCC)cc1 (stereo not given)
    -50, -0.48, -1.2
COc1cc(OC)cc(C(=O)NC(=S)Nc2ccc(NC(=O)c3ccco3)cc2)c1
    27, -1.3, -0.5
COc1ccc(C(CNC(=O)CN2C(=O)NC3(CC(C)CC(C)(C)C3)C2=O)N2CCOCC2)cc1 (stereo not given)
    47, 0.57, 0.76
O=C(CSC1=NCCS1)NCc1ccco1
    -72, 0.57, -0.07
COc1cc(/C=C2/C(=N)N3C=CSC3=NC2=O)ccc1OCCCOc1cc(C)ccc1C
    34, 0.48, 2.9
CCOC(=O)c1c(NC(=S)Nc2ccc(Cl)cc2)sc(C)c1C
    5, 0.71, 0.71
CC(C)Oc1ccc(C(=O)NCc2cccs2)cc1
    /, -0.01, 0.14
O=C(Nc1ccc([N+](=O)[O-])cn1)c1cc(-c2cccc(Cl)c2)nc2ccccc12
    15, -1.3, 0.13
O=C(c1cc2n(n1)C(C(F)(F)F)CC(c1ccc(Cl)cc1)N2)N1CCCC1 (stereo not given)
    -18, -0.92, 0.42
CCCCOP(=O)(c1ccc(N(C)C)cc1)C(O)c1ccccc1F (stereo not given)
    36, -0.83, -1.1
COC(=O)c1c(O)cc(C(C)(C)C)n(-c2ccc(F)cc2)c1=O
    22, 0.66, 0.16
CCc1nnc(NC(=O)CSc2nccn2-c2cccc(C)c2)s1
    /, 0.34, -0.48
CC1=NN(C(N)=S)C(=O)C1N=Nc1c(C)cc(C)cc1C (stereo not given)
    30, -0.88, 0.09
COc1cc(-c2nnc(SCC(=O)NC3CCS(=O)(=O)C3)o2)cc(OC)c1OC (stereo not given)
    -19, /, /
COc1c(Cl)cc(Cl)cc1C(=O)n1nc(C)cc1C
    -219, 0.66, 1.2
CNC(=O)CN(C1CCCCC1)S(=O)(=O)c1ccc(F)cc1
    -500, 0.29, -0.23
Fc1cc(F)cc(NC(=S)N2CCN(c3ncccn3)CC2)c1
    18, /, /
O=C(CCNC(=O)c1ccccc1Cl)Nc1nc2ccccc2s1
    -21, /, /
CCOC(=O)C1=C(C)N(C2CCCCC2)C(=O)C1
    /, 1.5, 2.4
Oc1ccc2ccccc2c1C=NC12CN3CCN(CN(C3)C1)C2
    33, 0.15, -0.11
CC(=O)C1=C(O)C(=O)OC1c1ccc(C)cc1 (stereo not given)
    -23, /, /
COc1ccc(CC(=O)NCc2ccc3c(c2)cc(C)n3C)cc1
    -12, /, /
CN(C)CCNCc1ccc(OC2CCCC2)cc1
    -17, -0.07, -0.8
COc1ccc(-c2nc3ccccc3s2)cc1O
    86*, -1, -0.99
CCC(=O)Nc1ccc(-c2nnc(SCc3ccc(C(=O)Nc4nccs4)cc3)n2CC)cc1
    /, 0.79, 0.11
O=CN1CC(=O)N(c2ccccc2)c2c([nH]c3ccccc23)C1
    -69, 1.8, 0.38
COc1ccc(-c2noc(C3CCCN(S(=O)(=O)c4cccc(Cl)c4C)C3)n2)cc1OC (stereo not given)
    /, -1.3, -1.4
O=C(NC1CCCCC1)C(c1ccc(F)cc1)N(CCN1CCOCC1)C(=O)c1ccc(-c2ccccc2)[nH]1 (stereo not given)
    -41, /, /
CCN(C(=O)Cn1c(=O)n(Cc2ccccc2)c(=O)c2ccccc21)c1cccc(C)c1
    -7, -0.61, -0.67
O=C(CN1N=C(c2ccccc2)CCC1=O)NCc1cccs1
    -36, /, /
Cc1cc(C)nc(SCc2nnc(SCC(=O)Nc3nc(-c4ccccc4)cs3)n2C)n1
    -61, -0.49, -0.25
CCN1CCN(CCCNC(=O)c2ccc(/C=C3/Sc4ccccc4N(Cc4ccccc4F)C3=O)cc2)CC1
    6, /, /
CCOC(=O)c1ccc(NC(=O)c2cc3ccccc3o2)cc1
    63*, -2.3, -1.9
O=C(c1ccc2c(c1)OCCO2)N(c1ccccn1)C1CCCCC1
    13, 0.53, 0.73
CS(=O)(=O)c1ncc(Cl)c(C(=O)Nc2ccc3ccccc3c2)n1
    -281, /, /
CC(=O)N1CCN(c2ccc(NC(=O)c3ccc4c(c3)OCO4)cc2)CC1
    /, 1.4, 1.4
COc1ccccc1/C=C/C(=O)NC(=S)NC(C)C
    27, -1.1, 1.7
O=C(OCC(=O)N1CCOCC1)c1ccc(Cl)nc1
    11, -0.46, -1.2
O=c1[nH]cnc2sc3c(c12)CCN(Cc1ccccc1)C3
    53, 1.5, 2.2
CCCCCCCC(=O)NNC(=O)c1ccc(F)cc1
    35, 0.5, -0.42
COc1cc2c(cc1OC)C(COc1ccccc1OC)N(C(=O)C(C)C)CC2 (stereo not given)
    -58, /, /
CC1(C)CCCN(C(=O)N2c3ccccc3Sc3ccccc32)C1
    -53, -0.46, -0.78

# Later entries
SMILES | Insulin prom inh | SDO1 yeast rescue | SDO1 yeast rescue Rescue 24 h
Cc1nn(Cc2ccc(C(=O)Nc3ccccc3C(F)(F)F)o2)c(C)c1Br | 11 | -0.69 | -0.18
O=C(CCn1c(=S)[nH]c2ccccc2c1=O)NCCSCc1ccccc1 | 21 | / | /
Cc1nn(-c2ccccc2)c(C)c1/C=N/NC(=O)c1cc(-c2cccs2)[nH]n1 | -79 | -0.33 | -0.29
O=c1[nH]c(SCc2c(Cl)cccc2Cl)nc2ccccc12 | -41 | / | /
CCCCc1nnc(NC(=O)C=C(C)C)s1 | 17 | -0.1 | -0.31
Cc1cc(C)nc(SCC(=O)N/N=C/c2cccc([N+](=O)[O-])c2)n1 | / | 0.21 | 1.6
COc1ccc(N=C2S/C(=C\c3cc(C)n(C)c3C)C(=O)N2CC(C)C)cc1 | / | -1.1 | -0.06
CSCCC(C(=O)OC1CCOC1=O)N1C(=O)c2ccccc2C1=O (stereo not given) | -14 | / | /
O=C(NCC1COc2ccccc2O1)C1C2C=CC3(CN(Cc4ccccc4Cl)C(=O)C13)O2 (stereo not given) | / | -0.15 | -0.21
CCCC(c1nnnn1CCOC)N1CCN(Cc2ccccc2)CC1 (stereo not given) | 36 | 1 | 0.75
CCOc1ccc(C2C=C(c3ccccc3)Nc3nnnn32)cc1 (stereo not given) | -33 | -0.69 | 0.02
CCOc1ccccc1OCCCC(=O)NC1=NCCS1 | -50 | -0.63 | -1.3
CS(=O)(=O)NCCC1=CCCCC1 | 25 | 1.7 | 1.6
CCOC(=O)N1CCC(NC(=O)c2cccn3c(=O)c4cc(Br)ccc4nc23)CC1 | / | -0.35 | 0.97
O=C(Cn1nnc(-c2ccccc2)n1)N=Nc1c(O)[nH]c2ccccc12 | 29 | -0.51 | -0.84
CCc1c(C)nc2c(Br)cccc2c1SCCC#N | -32 | 0.09 | 0.2
CCOC(=O)C1CCCN(C(=O)CN2C(=O)c3ccccc3C2=O)C1 (stereo not given) | / | 1.6 | 0.99
Cc1nn(C)c(C)c1S(=O)(=O)N1CCC(C(=O)NC2CCCCC2)CC1 | / | 1.6 | 1.3
C=C1N(C)c2cc([N+](=O)[O-])c(N)cc2C1(C)C | 63 | / | /
CC(C)CCn1c(N2CCOCC2)nc2c1c(=O)n(CC(N)=O)c(=O)n2C | / | -0.05 | -0.15
O=NN(CCc1ccncc1)c1ccc(OCc2ccccc2)cc1 | -8 | / | /
CC(=O)NC(c1cccs1)c1cc([N+](=O)[O-])c2cccnc2c1O (stereo not given) | / | -0.8 | 0.01
O=C(N/N=C/c1ccsc1)C1CC1 | -167 | / | /
CC(C)Cn1c(N)c(C(=O)CSc2cc(Cl)ccc2Cl)c(=O)n(C)c1=O | -17 | -1.3 | 1.8
CCOC(=O)NN1C(=O)c2ccccc2NC1c1ccccn1 (stereo not given) | -15 | / | /
NC(=O)[C@@H]1CCCNc2c(I)cc([N+](=O)[O-])cc2C(=O)N[C@@H](CCC(=O)O)C(=O)N[C@@H](CO)C(=O)N1 | -123 | 1.3 | 1.7
COC(=O)c1cc2sccc2n1Cc1nc(-c2ccc(Cl)cc2)oc1C | / | -0.6 | 1.3
C=CCc1c(C)nc(SCC(=C)C)[nH]c1=O | -8 | -0.74 | -1.6
Cc1nn(-c2ccc(Cl)cc2)c(Cl)c1/C=C(\C#N)C(N)=O | / | -0.23 | -0.29
CSCCC(NC(=O)c1ccco1)C(=O)OC(C)C(=O)NC(=O)NC1CCCCC1 (stereo not given) | 6 | -1 | -1.3
CCn1cc(C(=O)N2CCc3ccccc32)c(=O)c2cc(S(=O)(=O)N(C)C3CCCCC3)ccc21 | 14 | -1.1 | 0.54
O=C(COC(=O)Cn1nnc2ccccc21)Nc1ccccc1Br | / | 0.07 | -0.99
O=C(c1cc([N+](=O)[O-])ccc1Cl)N1c2ccccc2Sc2ccccc21 | -29 | -1.3 | -1.1
O=C(Cc1ccccc1)Nc1ccc(N2CCCCC2)cc1 | 29 | / | /
O=C1Nc2ccccc2C1(c1ccccc1)c1ccccc1 | -8 | -2.1 | -1.8
Cc1cc(C)c(NC(=O)C2C3/C=C\CCCCC32)c(C)c1 (stereo not given) | / | -0.37 | -0.23
O=C1CCC/C1=C/Nc1ccc2c(c1)OCO2 | / | 0.28 | 0.17
O=C(Oc1ccc(=O)n(-c2ccccc2)n1)c1ccccc1 | 16 | 0.09 | 0.42
Clc1ccc(Cc2nn3c(Cn4nnc5ccccc54)nnc3s2)cc1 | / | -0.87 | -0.35
COc1cccc(-c2nc(CS(=O)CC(=O)NCc3ccccc3Cl)c(C)o2)c1 (stereo not given) | / | -0.87 | -1.1

# Profiles as entered above. Values in the order: Insulin prom inh, SDO1 yeast rescue, SDO1 yeast rescue Rescue 24 h
# CCn1cc(C(=O)N2CCc3ccccc32)c(=O)c2cc(S(=O)(=O)N(C)C3CCCCC3)ccc21 is entered as 14, -1.1, 0.54
# Clc1ccc(Cc2nn3c(Cn4nnc5ccccc54)nnc3s2)cc1 is entered as /, -0.87, -0.35
# O=C(c1cc([N+](=O)[O-])ccc1Cl)N1c2ccccc2Sc2ccccc21 is entered as -29, -1.3, -1.1
# COc1cccc(-c2nc(CS(=O)CC(=O)NCc3ccccc3Cl)c(C)o2)c1 (stereo not given) is entered as /, -0.87, -1.1

# Next records follow.
SMILES | Insulin prom inh | SDO1 yeast rescue | SDO1 yeast rescue Rescue 24 h
COC(=O)CNC(c1ccccc1Cl)c1cc(Br)ccc1NS(=O)(=O)c1ccc(C)cc1 (stereo not given) | 8 | -0.39 | 0.91
COc1ccc(Cl)cc1N(CC(=O)Nc1ccccc1C(=O)NCc1ccco1)S(C)(=O)=O | -156 | -0.14 | -0.53
COC(=O)c1[nH]c2ccc(C)cc2c1NC(=O)CN1CCN(c2ccccc2)CC1 | / | -0.72 | -0.24
Cc1cc(C)nc(NC(=NCCc2c[nH]c3ccccc23)NC(=O)Nc2ccccc2)n1 | / | -1.1 | -0.85
C/C(=N/NC(=O)c1ccc2c(c1)OCO2)c1ccc(Br)s1 | 13 | / | /
COc1cc(NC(=S)NC(=O)c2ccccc2F)ccc1NC(=O)c1ccco1 | 13 | 2.2 | 4.9
Cc1ccc(S(=O)(=O)N2CN(Cc3ccco3)c3nc4ccccc4nc32)cc1 | 39 | -1.1 | -0.3
Cc1cc(O)cc(O[C@H]2OC(CO)[C@H](O)[C@@H](O)[C@H]2O)c1 (stereo not given in full) | 14 | 0.5 | 0.52
COc1ccc(-c2nnn(CC(=O)N(Cc3ccc(F)cc3)C(C(=O)NC3CCCC3)c3ccc(F)cc3)n2)cc1 (stereo not given) | -25 | / | /
COc1ccc(C(CCNCc2ccc(F)cc2)c2ccc(F)cc2)cc1 (stereo not given) | / | -1.6 | -1.4
C/C(=C(\C#N)C(=O)NCCN1CCOCC1)N(C)C | / | 1.4 | 1.2
Cc1ccc(S(=O)(=O)N(C(=O)c2ccncc2)c2ccc3oc4c(c3c2)CCCC4)cc1[N+](=O)[O-] | -3 | -0.98 | -0.76
Cc1ncc([N+](=O)[O-])n1CC(=O)NC1CCCCC1 | -21 | 0.18 | 0.08
O=C(CCN1C(=O)COc2ccccc21)NCCCN1CCN(c2ccccc2F)CC1 | -7 | 0.5 | -0.27
Cc1sc2nc(C)n(/N=C/c3ccc(O)cc3O)c(=O)c2c1C | -22 | / | /
O=C(Nc1nccc(-c2cccs2)n1)c1cccs1 | / | -0.6 | -0.86
Clc1ccc(OCc2nnc(-c3ccccc3Br)o2)cc1 | / | -1.6 | -0.89
N/C(=N\OC(=O)N1CCOCC1)c1ccc(Cl)cc1 | / | -0.4 | -0.06

# 2 records picked at random from the list so far, as already listed:
SMILES | Insulin prom inh | SDO1 yeast rescue | SDO1 yeast rescue Rescue 24 h
Cc1sc2nc(C)n(/N=C/c3ccc(O)cc3O)c(=O)c2c1C | -22 | / | /
N/C(=N\OC(=O)N1CCOCC1)c1ccc(Cl)cc1 | / | -0.4 | -0.06
